Exocytosis inh: blocks lytic granule exocytosis. TALL-104 LAMP-1 surface exposure, flow cytometry; cells stimulated with thapsigargin and PMA. inhibition, % at 10 µM. 360,000 compounds, 0.66% hits. AID 651702;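 active = inhibition above about 55%, limit read from the data; inconclusive = no clear call, values can overlap the other calls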
N-glyco inh: blocks N-linked glycosylation in D54 reporter cells. reporter increase, % at 12.5 µM. 360,000 compounds, 0.23% hits. AID 588692. D54 ERlucT glycosylation luciferase reporter, 24 h; percent of 100 nM tunicamycin response;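 active = mean luciferase reporter signal, scaled so untreated is 0 and the glycosylation-blocking control 100, at or above a set limit in every replicate; inconclusive = mean reaches the limit but not every replicate does; inactive = mean below the limit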;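 note: luciferase carries N-glycosylation sites so blocking glycosylation raises the light; 0% = median of neutral control wells and 100% = median of 100 nM tunicamycin wells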
NOD2 RIPK2 PPI: NOD2-RIPK2 protein interaction inhibition | O43353 | CHO BLA complementation NOD2-RIPK2, CCF4 ratio | inhibition, % at 4.98 µM | 360,000 compounds, 0.38% hits; in the data active = inhibition above about 21%;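 note: 0% = vehicle only and 100% = reference blocker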
MC4R antagonist: human MC4R antagonism in cAMP assay | P32245 | MC4R-expressing cells, MTII-stimulated cAMP, LANCE TR-FRET | inhibition, % at 6.5 µM | 360,000 compounds, 0.48% hits | AID 540295;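 active = inhibition above its plate's cutoff, the mean of tested wells on that plate plus 3 SD, cut at about 29% in these data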;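 note: 0% = Melanotan II alone and 100% = Melanotan II plus saturating MCL0020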
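Assay system: U2OS-MC4R stable cell line; Also added: Melanotan II; Technique: Eu-cAMP/anti-cAMP TR-FRET, emission 671 nm; Times: 30-min compound, 1-h challenge, 1-h detection, room temperature.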
TLR9-MyD88 block: inhibitors of human TLR9-MyD88 binding; Q9NR96+Q99836; AID 504734; inhibition, % at 4.98 µM; 340,000 compounds, 0.21% hits; CHO BLA complementation TLR9-MyD88, CCF4 FRET ratio;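 active = inhibition above the mean over all tested compounds plus 3 SD, cut at about 21% in these data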;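 note: 0% = DMSO only wells and 100% = clavulanate BLA inhibitor control wells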
Target sequence (Q99836 whole entry, looked up): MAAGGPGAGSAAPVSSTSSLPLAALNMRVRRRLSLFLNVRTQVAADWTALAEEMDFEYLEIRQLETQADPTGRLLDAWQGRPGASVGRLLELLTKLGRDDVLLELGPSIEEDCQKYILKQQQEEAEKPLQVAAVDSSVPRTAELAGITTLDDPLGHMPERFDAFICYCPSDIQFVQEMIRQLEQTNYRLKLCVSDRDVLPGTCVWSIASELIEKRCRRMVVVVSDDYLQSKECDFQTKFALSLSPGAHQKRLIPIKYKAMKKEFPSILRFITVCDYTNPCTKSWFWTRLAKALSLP
Target sequence (Q9NR96 whole entry, looked up): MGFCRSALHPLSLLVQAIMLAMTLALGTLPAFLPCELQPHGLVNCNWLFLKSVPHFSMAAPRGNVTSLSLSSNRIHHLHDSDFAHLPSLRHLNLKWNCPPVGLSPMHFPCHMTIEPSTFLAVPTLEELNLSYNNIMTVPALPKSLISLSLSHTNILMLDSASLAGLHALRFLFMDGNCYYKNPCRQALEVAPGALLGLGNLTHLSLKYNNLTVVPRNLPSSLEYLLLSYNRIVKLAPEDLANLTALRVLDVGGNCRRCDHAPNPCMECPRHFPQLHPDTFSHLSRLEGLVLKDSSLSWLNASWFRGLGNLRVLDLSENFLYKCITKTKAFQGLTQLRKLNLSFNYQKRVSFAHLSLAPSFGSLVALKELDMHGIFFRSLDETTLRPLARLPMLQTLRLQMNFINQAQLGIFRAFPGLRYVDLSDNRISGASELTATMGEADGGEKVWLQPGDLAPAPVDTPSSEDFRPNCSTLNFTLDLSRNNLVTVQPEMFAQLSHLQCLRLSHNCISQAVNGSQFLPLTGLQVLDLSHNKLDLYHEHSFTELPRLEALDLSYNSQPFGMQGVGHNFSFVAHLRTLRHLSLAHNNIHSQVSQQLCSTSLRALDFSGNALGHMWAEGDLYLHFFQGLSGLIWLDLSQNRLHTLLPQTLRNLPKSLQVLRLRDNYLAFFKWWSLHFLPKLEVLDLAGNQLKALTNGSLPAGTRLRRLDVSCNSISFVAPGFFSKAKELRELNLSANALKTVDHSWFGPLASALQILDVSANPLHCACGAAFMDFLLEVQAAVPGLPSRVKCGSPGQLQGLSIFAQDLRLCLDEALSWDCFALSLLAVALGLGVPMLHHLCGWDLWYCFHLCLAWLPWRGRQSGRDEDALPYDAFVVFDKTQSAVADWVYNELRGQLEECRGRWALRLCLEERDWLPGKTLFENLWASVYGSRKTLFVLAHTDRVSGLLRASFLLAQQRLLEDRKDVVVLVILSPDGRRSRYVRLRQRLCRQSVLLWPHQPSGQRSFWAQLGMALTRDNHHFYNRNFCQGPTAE
aDG glyco act: alpha-DG glycosylation activation; Pro5-aDG cells, alpha-DG glycosylation AlphaScreen (IIH6); 0% Pro5, 100% B10-LARGE cell signal; 360,000 compounds, 0.22% hits; activation, % at 10 µM;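 active = activation of at least 8% versus controls, or a plate z-score of at least 8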;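 note: Pro5 are CHO cells carrying HIG-tagged alpha-DG that lacks glycosylation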
ABHD5 PLIN5 PPI: blocks binding of human ABHD5 to perilipin-5. Split G. princeps luciferase complementation, luminescence, 4 h. Q00G26+Q8WTS1. 360,000 compounds, 0.78% hits. inhibition, % at 4 µM;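 active = inhibition above the mean inhibition across every tested compound plus 3 SD, cut at about 22% in these data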;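 note: 0% = DMSO only wells and the 100% control is not disclosed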
MC4R barr agon: activates human MC4R beta-arrestin recruitment; P32245; U2OS MC4R beta-arrestin complementation, luminescence; percent of melanotan II response, DMSO zero; activation, % at 8.9 µM; 360,000 compounds, 0.98% hits; AID 540308;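 active = activation above a per-plate cutoff, the mean activation of sample wells on that plate plus 3 SD, cut at about 8% in these data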
Vif imaging: inhibitors of HIV Vif; inhibition, % at 7.49 µM; HEK293T cells, Vif self-association by quenched fluorescence, imaging, 24 h; 340,000 compounds, 0.35% hits; in the data active = inhibition above about 50%, passing the limit was not always enough; inconclusive = no clear call, values can overlap the other calls; inactive = below about 31%; note: some results filed as inactive read as strong as hits
ABCB6 inh MLPCN: human ABCB6 transporter inhibition; fluorescence ratio to DMSO, % at 10 µM; Q9NP58; K562-ABCB6 porphyrin accumulation, flow cytometry, 1 h; stronger effect = lower value; 360,000 compounds, 0.19% hits;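 active = fluorescence ratio to DMSO below 75%, the collection mean minus 3 SD; inconclusive = too few cells collected in the well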;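 note: signal is porphyrin accumulated inside mitochondria; 100% equals median channel fluorescence of DMSO control wells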
An asterisk follows results filed as active; ? = inconclusive; . = not tested or not shown. This is a subset (hit frequency here may not be typical).

SMILES	Exocytosis inh	N-glyco inh	NOD2 RIPK2 PPI	MC4R antagonist	TLR9-MyD88 block	aDG glyco act	ABHD5 PLIN5 PPI	MC4R barr agon	Vif imaging	ABCB6 inh MLPCN
COc1ccc(C(=O)N2CCCC(c3nc(-c4cc(OC)c(OC)c(OC)c4)no3)C2)cc1 (configuration not stated)	-1	-1	-7	6	-5	0.0	2	-2.1	-3	97
O=C(NCC1CCCO1)c1nc2c(nnn2Cc2ccccc2Cl)c(=O)[nH]1 (configuration not stated)	1	1	2	-2	-8	0.2	1	-0.5	-7	96
CCOc1cc(N2CCOCC2)c(OCC)cc1NC(=O)Cn1[nH]c(=O)c2ccccc2c1=O	2	0	10	3	-9	-0.5	-4	-1.7	10	95
Cc1ccc(S(=O)(=O)N2CCCC2C(=O)NCc2ccc3c(c2)OCO3)cc1 (configuration not stated)	0	0	2	6	3	0.3	3	1.2	-1	102
O=[N+]([O-])c1cc(C(F)(F)F)ccc1Sc1nccn1Cc1ccccc1	-2	-1	3	0	-9	-0.2	1	-0.4	.	93
CCOc1ccccc1C(=O)NC(CO)C(=O)O (configuration not stated)	-2	3	-5	10	-14	-0.2	3	-0.3	-7	86
COc1ccc(NC(=O)c2cccc(NC(=O)C(C)C)c2)c([N+](=O)[O-])c1	1	-1	7	23	-10	0.2	3	-0.4	0	101
COc1ccc(CCN(C)CC(O)c2ccccc2)cc1OC (configuration not stated)	6	2	-2	0	13	-0.1	-7	-1.7	8	94
CCOC(=O)C1CCN(C(=O)COc2ccc(N(C)S(=O)(=O)c3ccc(OCC)cc3)cc2)CC1	-1	-1	4	1	7	0.0	-2	-1.0	0	97
CCOC(=O)C1CCCN(C(=O)c2ccccc2Oc2ccccc2)C1 (configuration not stated)	6	0	4	-2	-8	0.0	-1	-0.8	8	98
CN(CC(=O)Nc1sccc1C(N)=O)S(=O)(=O)c1ccc(Cl)cc1	4	0	-6	0	-1	0.7	2	1.3	-2	103
OC(COc1ccccc1)CN(Cc1ccccc1)CC(O)COc1ccccc1 (configuration not stated)	5	5	7	7	-5	0.2	-7	5.8	-1	91
CNC(=O)C1(c2ccccc2)CCCCC1	-4	3	-3	6	-8	0.0	6	-2.3	5	97
O=C(Nc1ccc(F)cc1)c1ccc(NC(=O)C2CCCO2)cc1 (configuration not stated)	-4	-1	1	0	-7	0.0	-6	-2.4	2	99
CCCCN(C(=O)c1ccc(S(=O)(=O)N2CCCC2)cc1)C1CCS(=O)(=O)C1 (configuration not stated)	-2	1	-2	2	0	0.2	9	-1.8	-7	96
CCN1CCN(C(=O)C(=O)c2cn(CC(=O)N3CCCCCC3)c3ccccc23)CC1	3	-1	-6	15	3	-0.1	6	-3.5	14	108
O=C(CN(c1ccc2c(c1)OCCO2)S(=O)(=O)c1ccccc1)Nc1ccc2c(c1)OCO2	2	-3	-9	8	-1	-0.5	-3	-1.5	3	93
CCOC(=O)Cc1nn(Cc2ccccc2)c(=O)c2ccccc12	3	-3	3	-4	0	0.1	1	-2.1	?	103
COc1cc(SC)ccc1C(=O)NCCCn1ccnc1	5	1	3	-2	-11	-0.1	0	-0.3	-1	98
CN(C)S(=O)(=O)c1cc(NC(=O)CNCc2ccc(F)cc2)ccc1Cl	10	2	7	8	-6	0.0	8	-1.1	0	94
O=[N+]([O-])c1ccc(N2CCCC2)cc1NC1CC1	-11	-2	2	-2	3	0.0	4	-1.3	-18	107
Cc1ccc(S(=O)(=O)N2CCOCC2)cc1NC(=O)COC(=O)CNC(=O)c1ccc(Oc2ccccc2)cc1	-1	-1	-1	5	-1	0.0	3	0.0	-7	101
O=C(Cc1ccc(Cl)c(Cl)c1)Nc1ccc2[nH]c(=O)[nH]c2c1	6	0	5	9	8	0.2	4	-1.0	-3	104
CCOc1ncccc1C(=O)OCC(=O)Nc1cccc(S(=O)(=O)N2CCCCCC2)c1	-2	1	-5	2	-4	0.1	-4	0.0	-3	99
Fc1cc(Cl)ccc1NC(=S)NCCN1CCOCC1	6	-2	2	3	2	5.3*	15	0.4	5	91
Further results:
SMILES	Exocytosis inh	N-glyco inh	NOD2 RIPK2 PPI	MC4R antagonist	TLR9-MyD88 block	aDG glyco act	ABHD5 PLIN5 PPI	MC4R barr agon	Vif imaging	ABCB6 inh MLPCN
CCN1CC(=O)Nc2cc(S(=O)(=O)N3CCOCC3)ccc21	-3	3	4	7	1	-0.1	32*	-0.2	-3	92
Cc1ccc(S(=O)(=O)N(C(=N)N)c2nc(N(C)C)nc(N(C)C)n2)cc1	-3	1	-11	11	-1	0.0	2	0.9	3	102
N#Cc1c2c(c(NCCN3CCOCC3)n3c1nc1ccccc13)CCCC2	1	2	2	9	-3	-0.3	7	-3.2	-7	95
Cc1cc(NC(=O)C(=O)NCCN2CCN(S(C)(=O)=O)CC2)ccc1Br	1	1	-3	11	2	0.8	-4	1.7	4	96
CC(C)C[C@H](NC(=O)c1nc[nH]c1C(=O)NCc1ccccc1)C(=O)OC(C)(C)C	47	-3	-3	7	8	-0.6	7	2.5	-4	98
Cc1cc(NC(=O)CSc2nc3ccccc3s2)no1	-1	0	2	1	1	0.0	-4	-2.8	-1	95
Cc1ccc(NC(=O)Cc2nc(-c3c[nH]c(C(=O)N4CCCC4)c3)cs2)c(C)c1	7	0	-1	6	-3	0.7	4	-0.1	-6	84
O=C(Cc1c[nH]c2ccccc12)NCc1ccc(Cl)cc1	-3	1	6	2	0	0.9	1	-2.4	-4	99
CC(=O)N1c2ccc(S(=O)(=O)N3CCC(C(=O)NC4CCCCC4C)CC3)cc2CC1C (configuration not stated)	-3	-1	-5	6	-8	0.3	-5	-0.9	-1	92
CCOC(=O)c1sc(=S)n(CC)c1NC(=O)c1ccccc1C	2	-2	-4	4	.	0.1	-12	-1.9	8	92
COc1ccc(Cc2nc3ccc(C(=O)N(C)CCO)cc3o2)cc1	-8	-2	-4	15	-1	-0.2	8	-0.4	4	95
CCOCCCNC(=O)C(c1ccc(C)cc1)N(Cc1ccc2c(c1)OCO2)C(=O)c1ccccn1 (configuration not stated)	0	-1	4	1	0	-0.2	-6	-3.8	-6	87
CCOC(=O)C1=C(CC)Nc2ccccc2N=C1NC(=O)c1cc(S(=O)(=O)N(C)C)ccc1Cl	1	0	1	5	2	-0.2	6	1.3	19	98
Cc1cc(C)nc(SCc2nnc(SCC(=O)Nc3ncc(C)s3)n2Cc2ccco2)n1	0	0	2	4	0	-0.4	19	2.5	1	98
O=C1C2CC=CCC2C(=O)N1Cc1nnc(-c2ccc(Cl)cc2)o1 (configuration not stated)	-1	1	-3	-5	8	0.0	0	-0.2	1	93
CCOC(=O)c1c(C)[nH]c(C(=O)COC(=O)c2ccc(N3CCCC3=O)cc2)c1C	-7	3	-6	-4	-3	0.0	2	0.4	1	95
Cc1ccccc1OCC(=O)N1CCc2ccccc2C1	-3	0	-9	5	13	0.1	2	-1.8	-5	92
COc1cccc(CN(C)C(=O)Cc2c[nH]c3ccccc23)c1	-2	.	8	14	-17	-0.4	0	-2.0	.	101
COc1ccc(C(=O)NNC(=S)Nc2ccccc2)cc1	-1	-1	-2	5	-1	0.2	1	-3.4	8	101
O=C(CN1CCN(Cc2ccc(Cl)cc2)C1=O)NCCCN1CCN(c2ccc(F)cc2)CC1	4	-4	-4	8	-2	2.4	11	-2.1	-10	97
Cc1ccc(-c2nnn(CC(=O)N(C)C3CCCCC3)n2)o1	9	2	0	0	-13	0.1	9	-0.4	-3	99
CCO[C@H]1OC(C(=O)O)=C[C@@H](c2coc3ccccc3c2=O)[C@@H]1CCCO	-2	2	6	1	-1	-0.1	-10	-0.1	23	101
OCc1cn(-c2ccccc2)nc1-c1ccc(-c2nn(-c3ccccc3)cc2CO)cc1	-2	-1	4	2	-11	0.0	-13	7.5	-18	97
C/C=C(\C)C(=O)Nc1cccc(C2=NOC3(C2)C[C@H](C(N)=O)N(C(=O)c2cc([N+](=O)[O-])cc([N+](=O)[O-])c2)C3)c1 (some centres not stated)	-2	-1	-2	7	10	-0.2	-8	1.4	.	99
COC(=O)C(C)SC1=N/C(=C/c2ccc(-n3cncn3)cc2)C(=O)N1 (configuration not stated)	-2	-2	0	-34	4	0.2	6	0.1	11	100
Continued.
SMILES	Exocytosis inh	N-glyco inh	NOD2 RIPK2 PPI	MC4R antagonist	TLR9-MyD88 block	aDG glyco act	ABHD5 PLIN5 PPI	MC4R barr agon	Vif imaging	ABCB6 inh MLPCN
COc1cc(OC)cc(N2CC(C)(C)C2=O)c1	17	0	-7	10	.	0.1	-4	1.0	1	104
Cc1c(-n2cc(C(=O)c3cc(Br)ccc3O)cc(C#N)c2=O)c(=O)n(-c2ccccc2)n1C	-1	1	-1	3	-5	-0.2	3	-1.1	12	88
Cc1ccc(-c2nnc(SCc3nc(N)nc(Nc4ccccc4C)n3)n2N)cc1	-1	8	4	8	-2	-0.2	2	-0.2	-13	97
NS(=O)(=O)c1cccc(NC(=O)CSc2ccccn2)c1	0	4	8	5	2	0.2	-2	1.1	11	97
CC1CCCCC12NC(=O)N(CC(=O)N1CCN(c3ncccn3)CC1)C2=O (configuration not stated)	-4	-1	-8	15	2	0.6	1	0.9	0	94
Cc1nc(CNS(=O)(=O)c2ccc3ccccc3c2)cs1	3	-2	-2	-1	-1	0.0	-7	0.5	3	90
O=C(CN(CC(=O)N1CCOCC1)S(=O)(=O)c1ccc(Br)s1)N1CCOCC1	4	0	10	-1	0	0.6	-2	1.3	-3	97
CCOc1ccc(CC(=O)Nc2ccc(NC(=O)c3ccco3)cc2)cc1OCC	-6	-2	-1	-2	2	0.2	1	-0.5	10	97
CCOC(=O)N1CCC(N(CCN(C)C)C(=S)Nc2cccc(Cl)c2C)CC1	-2	3	-3	-3	2	0.0	-4	-1.5	-5	99
Cc1cc2oc(=O)c(CC(=O)O)c(C)c2c2occ(C(C)(C)C)c12	-4	1	1	23	-9	-0.1	-11	-0.9	0	94
O=C(CC1c2ccccc2Oc2ccccc21)Nc1ccccc1C(F)(F)F	2	-1	-5	5	-5	0.4	0	17*	1	100
O=C(O)CCC(=O)Nc1ccc(C(=O)OC2CCCCC2)cc1	-2	-1	-6	0	-4	-0.2	2	0.4	0	97
Cc1cc(NS(=O)(=O)c2ccc(NC(=O)Nc3cccc(C(F)(F)F)c3)cc2)no1	16	-3	-9	23	-2	0.1	-8	0.1	-1	85
O=C(Nc1ccnn1C1CCN(C(=O)c2cccc(Cl)c2)CC1)C1CC1	-7	3	-5	9	-9	-0.4	8	1.6	13	101
COc1ccc(OCCNS(=O)(=O)c2ccc3oc4ccccc4c3c2)cc1	1	2	4	5	8	0.2	2	-1.2	-10	91
COc1cccc(NC(=O)Cn2cc(C#N)c3ccccc32)c1	-1	-1	-3	-2	4	0.1	1	-1.2	.	93
OCCC1CN(Cc2cccn2-c2ccccn2)CCN1C1CCCC1 (configuration not stated)	1	1	3	1	9	0.6	0	-1.8	11	97
COc1ccccc1CNC(=O)COC(=O)Cc1ccsc1	-5	1	-4	3	0	-0.3	2	0.2	0	99

Screening results as filed in PubChem BioAssay.
